PMI act satM6P = human PMI activators, high substrate, primary screen, biochemical, fluorescence intensity, near-saturating mannose 6-phosphate | coupled PMI enzyme assay, resazurin fluorescence, 20 min; active compounds read high; 1 = untreated enzyme, 0 = substrate-free blank | activation factor at 20 µM | 190,000 tested, 0.34% active | Mannose-6-phosphate isomerase (Homo sapiens), P34949 | AID 1216, 2008;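 active = activation factor of 2 or more at 20 µM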
Target sequence (P34949 whole entry, looked up): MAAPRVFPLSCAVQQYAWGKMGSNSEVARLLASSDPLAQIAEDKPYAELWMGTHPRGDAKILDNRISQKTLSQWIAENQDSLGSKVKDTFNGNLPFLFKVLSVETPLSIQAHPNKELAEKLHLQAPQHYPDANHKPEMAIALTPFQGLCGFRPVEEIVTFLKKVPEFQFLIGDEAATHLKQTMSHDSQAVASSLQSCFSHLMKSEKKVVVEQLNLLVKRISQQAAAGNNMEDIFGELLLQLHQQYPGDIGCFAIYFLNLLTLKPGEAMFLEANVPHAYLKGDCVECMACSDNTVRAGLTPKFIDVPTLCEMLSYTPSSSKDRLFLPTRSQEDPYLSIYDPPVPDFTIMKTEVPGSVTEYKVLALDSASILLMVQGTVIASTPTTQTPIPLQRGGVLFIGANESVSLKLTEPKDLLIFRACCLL
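Material: human phosphomannose isomerase with PGI, G6PDH, diaphorase coupling enzymes. Quantity: 15 ng/mL PMI. Medium: HEPES pH 7.4 buffer with MgCl2 and Tween-20. Reagent: Near-saturating mannose-6-phosphate, 1.0 mM. Compound: 20 µM single dose. Times: enzyme reaction with compound 20 min at room temperature. Detection: resorufin fluorescence at Ex 544/Em 590 nm.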
PMI activator = activators of human PMI, primary screen, biochemical, fluorescence intensity, near-Km mannose 6-phosphate; activation factor at 20 µM; purified human PMI, coupled resazurin fluorescence, 20 min; active compounds read high; 1 = vehicle control, 0 substrate-free wells; Mannose-6-phosphate isomerase (Homo sapiens), P34949; 190,000 tested, 0.005% active; AID 1214, 2008;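 active = activation factor of 2 or more at 20 µM, relative to plate controls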
bIAP act = bovine intestinal alkaline phosphatase activators, primary screen, biochemical, bovine IAP, CDP-star luminescence; 200,000 tested, 0.17% active; purified bovine IAP, 30 min; active compounds read high; fold of DMSO-control signal, blank-subtracted; activation factor at 20 µM; alkaline phosphatase, intestinal [Bos taurus];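 active = activation factor of 2 or more at 20 µM, a signal rise over negative controls twice the positive control's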
TNAP inh hiacc = human TNAP enzyme inhibitors, primary screen, biochemical, luminescent, high phosphate acceptor level, uHTS. purified TNAP, CDP-star luminescence, 1 M DEA. inhibition, % at 20 µM. 200,000 tested, 0.03% active;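 active = over 50% inhibition of tissue-nonspecific alkaline phosphatase at 20 µM in the single-dose screen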;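 note: plate controls were DMSO wells for no effect and EDTA-quenched wells as full inhibition for full effect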
APP 5'UTR act = activators of APP 5'UTR luciferase reporter, primary screen, SH-SY5Y cells. activation, % at 2 µM. 190,000 tested, 1% active. SH-SY5Y APP 5'UTR luciferase reporter, luminescence; zero percent = DMSO vehicle wells;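 active = activation above a set limit, based on mean plus 3 SD of controls, cut at about 140% in these data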; note: values of inactives mirror those of a sister screen read the other way
NF-kB expr up = activators of NF-kB expression in neurons, primary screen, cell-based, HTS | 190,000 tested, 1.6% active | fold change at 12.5 µM | human neuronal cells, NF-kB reporter expression; active compounds read high; in the data active = fold change above about 3.3
FLuc inhib CS = firefly luciferase enzyme inhibitors, primary screen, artefact control for luciferase-based inhibitor screens, biochemical, luminescence, ATPLite; 10 min; inhibition, % at 10 µM; 200,000 tested, 1.5% active; AID 1006, 2008;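 active = inhibition above about 50% when tested at 10 µM, limit read from the data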
Target sequence (P08659 whole entry, looked up): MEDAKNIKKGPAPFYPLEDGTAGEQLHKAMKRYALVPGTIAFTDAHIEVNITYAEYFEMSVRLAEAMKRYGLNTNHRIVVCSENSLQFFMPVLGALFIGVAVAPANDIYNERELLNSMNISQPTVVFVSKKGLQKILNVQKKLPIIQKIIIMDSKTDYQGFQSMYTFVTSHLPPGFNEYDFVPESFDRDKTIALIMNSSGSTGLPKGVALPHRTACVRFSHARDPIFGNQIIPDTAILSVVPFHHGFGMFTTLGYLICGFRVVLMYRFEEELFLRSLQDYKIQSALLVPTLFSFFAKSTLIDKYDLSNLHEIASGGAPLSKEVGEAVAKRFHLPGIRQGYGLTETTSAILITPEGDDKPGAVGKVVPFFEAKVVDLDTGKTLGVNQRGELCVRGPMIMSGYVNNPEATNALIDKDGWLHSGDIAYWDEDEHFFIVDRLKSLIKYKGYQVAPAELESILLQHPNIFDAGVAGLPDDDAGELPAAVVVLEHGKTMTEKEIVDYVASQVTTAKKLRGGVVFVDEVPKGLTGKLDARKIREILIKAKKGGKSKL
FLuc stim CS = FLuc activators, initial screening, artefact control for FLuc-dependent activation tests, biochemical, ATPlite luminescence; Luciferin 4-monooxygenase (Photinus pyralis), P08659; ATPlite luciferase biochemical, 10 min; 0 = ATP-free wells, 1 = DMSO control; activation factor at 10 µM; 200,000 tested, under 10 active; AID 1027, 2008;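 active = luciferase activation factor, scaled between plate controls, of at least 2 with compound at 10 µM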
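Assay system – cell-free luciferase reagent · Medium – PBS-based ATP solution · Dosing – test compounds dosed from 2 mM stocks in 100% DMSO · Timing – 10 min, room temperature · Technique – light output (luminescence) · Measure – luminescence gain marking luciferase activators · Controls – No-ATP low control, compound-free enzyme-plus-ATP high control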
TNAP inh no acc = human TNAP enzyme inhibitors, primary screen, biochemical, luminescent, no phosphate acceptor, uHTS; 200,000 tested, 0.26% active; purified TNAP, CDP-star luminescence, 30 min; Alkaline phosphatase, tissue-nonspecific isozyme (Homo sapiens), P05186; AID 1012, 2008; inhibition, % at 20 µM;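 active = tissue-nonspecific alkaline phosphatase inhibition above about 50% at 20 µM in the single-dose screen, limit read from the data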;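 note: 0% = DMSO negative control and 100% = EDTA positive control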
TNAP act hi DEA = TNAP activators at high phosphate acceptor level, primary screen, biochemical, luminescence, uHTS; Alkaline phosphatase, tissue-nonspecific isozyme (Homo sapiens), P05186; purified TNAP, CDP-star luminescence, 1 M DEA, 30 min; active compounds read high; 0 = EDTA background, 1 = DMSO-only activity; activation factor at 20 µM; 200,000 tested, under 10 active; AID 1136, 2008;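 active = activation factor at least 2 at 20 µM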
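Test system – human TNAP · Doses – 20 µM single point · Incubation – 30 min, room temperature · Signal – luminescent substrate turnover signal · Read-out basis – activation factor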
Numbers without * were called inactive; / = not tested or not shown. The order is random, and some 3.6% of all compounds hit somewhere here.

Sequence of screens: PMI act satM6P	PMI activator	bIAP act	TNAP inh hiacc	APP 5'UTR act	NF-kB expr up	FLuc inhib CS	FLuc stim CS	TNAP inh no acc	TNAP act hi DEA
> Cc1ccc(C(=O)O)cc1NC(=O)c1ccc(Cn2nc(C)c(Cl)c2C)o1
  1.1	1.3	1.1	3	-13	1.1	6	0.9	-4	1
> O=C(Nc1ccc(Oc2ccc(NC(=O)c3ccco3)c(NC(=O)c3ccco3)c2)cc1)c1ccco1
  0.9	0.8	1	-5	-9	0.51	-6	1.1	-4	1.1
> CN(C(=O)c1cccnc1)c1nc(-c2ccccc2)cs1
  1.1	1	0.9	-3	-5	1.8	1	1	-14	1
> COc1ccc(N2CCN(C(=O)CSc3nnc(-c4cc5ccccc5cc4O)n3C)CC2)cc1
  0.9	1	0.9	-4	11	0.56	-1	1	-19	1
> CCN(CC)c1nc(-c2cccc(OC)c2O)nc2ccccc12
  0.9	0.9	0.9	-1	-52	0.54	-4	1	2	1
> COc1ccc(C2CCCN2C(=O)Nc2cccc(C(C)=O)c2)cc1OC (stereo not given)
  1	0.9	1	-3	-2	1.4	1	1	-11	1
> CN(CCOc1ccccc1)CC(=O)Nc1ccc([N+](=O)[O-])cc1Cl
  1	1	0.8	-3	6	0.88	-7	1.1	-7	1
> CCn1c(=O)cc(OCC(=O)NCCc2cccc(C)c2)c2ccccc21
  1.1	1.1	1.1	2	6	1.2	-2	1	-6	1
> CCOC(=O)c1c(N2C(=O)Nc3ccccc3N2O)sc2c1CCCC2
  1	1	0.9	-3	2	1.1	-9	1.1	-21	1
> Cc1nc(SCC(C)C)[nH]c(=O)c1Cc1ccccc1
  0.8	0.9	0.9	-6	-6	0.91	-9	1.1	1	1.1
> Cc1cc(Nc2ccccc2F)n2ncnc2n1
  0.9	0.9	1.1	-2	11	1.1	-4	1	-6	1
> COc1ccccc1N1C(=O)C2CC(C)=C(C)CC2C1=O (stereo not given)
  0.9	0.9	0.9	-2	12	1.1	-6	1.1	-1	1
> COc1ccc(OC)c(C(=O)c2ccc(C(=O)O)cc2)c1
  1	1	1	-4	12	1	-3	1	-10	1
> Cc1c(C(=O)Cc2ccccc2)n(C)c2ccccc12
  0.9	1	1	-3	8	1.1	-3	1	-12	1
> COc1cc(C)c(Cl)cc1S(=O)(=O)NCC1CCCO1 (stereo not given)
  0.9	0.9	0.9	1	-13	1	-2	1	-7	1
> O=C(/C=C/c1ccc(F)cc1)NCCNC(=O)/C=C/c1ccc(F)cc1
  0.9	0.9	1	-5	-1	1.1	0	1	-7	1
> COC(=O)c1ccc(NC(=O)CN2CCN(c3ccc(Cl)cc3)CC2)cc1
  1	0.9	0.9	-5	-10	1.1	-1	1	-3	1.1
> Cc1oc2cc([N+](=O)[O-])c(O)c([N+](=O)[O-])c2c1C(=O)c1ccc(Br)cc1
  0.8	1	1.1	25	-7	0.69	1	1	24	0.8
> Cc1ccc2nc(C)cc(C(=O)N3CCCC(CO)(Cc4ccccc4C)C3)c2c1 (stereo not given)
  1	0.9	1	-5	-9	1	-4	1	-9	1
> COc1c2occc2c(OC)c2c(=O)cc(C(F)(F)F)oc12
  1	0.9	0.9	-3	-12	0.74	-4	1	-22	1
> Cc1ccc(S(=O)(=O)Nc2cc(C(=O)N3CCOCC3)ccc2N2CCCCC2)cc1
  1.1	1.1	1.1	-2	1	1.2	-3	1	-2	1
> Cc1ccc(Cl)cc1-n1c(=O)cc(N2CCN(C(=O)c3ccco3)CC2)[nH]c1=O
  1	1	1	0	3	1.4	-2	1	-6	1
> CCOc1ccccc1C(=O)n1nc2nc(C)cc(C)c2c1N
  1	0.9	1	-4	8	0.95	-6	1.1	-10	1
> CC(C)(C)Nc1nc(Cl)nc(NC(C)(C)C)n1
  1	0.9	1.1	-7	7	0.95	-4	1	-10	1.1
> Oc1ccc(/C(Cc2ccccn2)=N\Nc2ccccc2)c(O)c1
  2.5*	1.6	0.8	-1	5	1.2	-4	1	-6	1
> O=C(NC1CCCCC1)C1CC(=O)N(CCc2ccccc2)C1 (stereo not given)
  1	1.1	0.9	-5	-2	0.95	-5	1	-12	1
> CC(=O)c1c(C)[nH]c(C(=O)CSc2nc3ccccc3c(=O)n2CCCN2CCOCC2)c1C
  1	1.1	1	-1	1	0.84	-8	1.1	0	1
> Cc1n[nH]c(C)c1Sc1ccccc1[N+](=O)[O-]
  1	1	1.3	1	11	1	-2	1	-47	1
> C=CCn1c(-c2ccccc2)n[nH]c1=S
  1.3	1.1	1	8	15	1	-1	1	3	0.9
> C=CCNC(=O)NC(=O)COC(=O)c1ccccc1Sc1ccc(C(F)(F)F)cc1[N+](=O)[O-]
  1	1.1	1.1	-5	/	1.1	-10	1.1	-3	1.1

2 compounds drawn at random from the list so far, as already listed:
Sequence of screens: PMI act satM6P	PMI activator	bIAP act	TNAP inh hiacc	APP 5'UTR act	NF-kB expr up	FLuc inhib CS	FLuc stim CS	TNAP inh no acc	TNAP act hi DEA
> CC(=O)c1c(C)[nH]c(C(=O)CSc2nc3ccccc3c(=O)n2CCCN2CCOCC2)c1C
  1	1.1	1	-1	1	0.84	-8	1.1	0	1
> Cc1ccc(S(=O)(=O)Nc2cc(C(=O)N3CCOCC3)ccc2N2CCCCC2)cc1
  1.1	1.1	1.1	-2	1	1.2	-3	1	-2	1

Later entries
Sequence of screens: PMI act satM6P	PMI activator	bIAP act	TNAP inh hiacc	APP 5'UTR act	NF-kB expr up	FLuc inhib CS	FLuc stim CS	TNAP inh no acc	TNAP act hi DEA
> COc1ccc(CCNC(=O)CCN2C(=O)COc3ccccc32)cc1OC
  0.8	0.9	1	-1	-4	1.1	-7	1.1	-10	1
> CN(C)c1ccc(C2CC(=O)NC3=C2C(=O)CC(C)(C)C3)cc1 (stereo not given)
  0.8	1	1.2	-6	10	1.1	-7	1.1	0	1.1
> CC(=Nc1cc(C(=O)c2ccccc2)ccc1N)C1=C(O)CC(C)(C)CC1=O
  0.8	1	0.7	-1	50	1.9	-1	1	2	1
> COc1ccc(Sc2nc(-c3ccccn3)ncc2OC)cc1
  1.1	1.2	1.1	-4	-13	1.2	-6	1.1	-41	1
> CC1CCc2nn(CC(=O)NCCCN3CCCC3=O)cc2C1 (stereo not given)
  0.9	1	1	-2	9	1.8	-1	1	-13	1
> CCOC(=O)C1(Cc2ccccc2)CCCN(Cc2ccccn2)C1 (stereo not given)
  0.9	1	1.1	-6	-7	0.9	-8	1.1	-7	1.1
> COC(=O)c1ccc(CNC(=O)c2ccc(COc3ccccc3)cc2)cc1
  1	0.9	1	1	9	1.1	4	1	-13	1
> COc1ccc(-c2csc(NC(=O)c3ccccc3NS(=O)(=O)c3ccc(F)c(F)c3)n2)cc1
  0.9	0.9	0.9	-3	6	0.8	-2	1	7	1
> COc1ccc2[nH]c3c(=S)nc[nH]c3c2c1
  2.6*	1.8	1	-4	12	1.3	3	1	-2	1
> CCC(C)[C@H](NC(=O)NCc1cccc(OC)c1)C(=O)O (stereo not given in full)
  1.1	1.2	1.1	-7	17	1.1	-1	1	-11	1.1
> Cc1ccc(C(=O)NC(=S)Nc2ccc(CN3CCCCC3)cc2)c(C)c1
  1.1	1	0.9	-6	-2	1.1	-11	1.1	-9	1.1
> O=C(CCNc1ccccc1)c1ccc2c(c1)OCO2
  1	0.9	0.8	-3	55	3.1	34	0.7	-15	1
> CNC(=S)Nc1ccc([N+](=O)[O-])cc1
  1.1	1.1	1.1	2	0	1.1	-4	1	-10	1
> COc1cccc(OC)c1C(=O)Nn1c(-c2cccc(C)c2)nc2ccccc2c1=O
  1	1.1	1	-3	6	0.88	-6	1.1	-7	1
> CC(=O)Oc1ccc(C(=O)Nc2ccccc2C(=O)NCC(C)C)cc1
  0.9	1	1	-8	11	1.1	3	1	-11	1.1
> COc1ccc(-n2cnc3cc(C(=O)NCCN4CCOCC4)ccc32)cc1
  1	1.1	1.1	-4	14	1	-3	1	-12	1
> NNC(=O)CN1C(c2ccccc2Br)=Nc2ccc(Br)cc2C1c1ccccc1 (stereo not given)
  1	0.9	1	-3	19	0.64	-1	1	-10	1
> Cc1c(NC(=O)C2CCCCN2S(=O)(=O)c2ccc(Cl)cc2)c(=O)n(-c2ccccc2)n1C (stereo not given)
  1	1	0.9	-5	-9	0.94	-4	1	-8	1
> Cn1c(SCc2nc3ccccc3c(=O)[nH]2)nnc1-c1ccco1
  0.9	0.9	0.9	0	7	1.3	-3	1	-6	1
> CC1CC(C)CN(S(=O)(=O)c2ccc(F)c(C(=O)Nc3ccc(Cl)cc3F)c2)C1 (stereo not given)
  1	1	0.9	0	-6	1.5	-3	1	-11	1
> O=C(Nn1c(-c2ccc(Br)cc2)nc2ccccc2c1=O)c1cccnc1
  1.1	1.1	0.9	-2	-21	1.1	-4	1	-9	1
> Cc1cccc(/C=C/C(=O)c2ccc(N3CCOCC3)cc2)c1
  1	1	1	3	-1	0.9	22	0.8	-6	1
> CN(Cc1ccccc1)C(NC(=O)c1ccccc1)C(Cl)(Cl)Cl (stereo not given)
  1	0.9	0.8	-7	-4	1	-4	1	-12	1.1
> CCOc1ccc(C(O)C(CN2CCOCC2)c2ccccc2)cc1 (stereo not given)
  1.1	1	1	-5	-6	1.1	0	1	-8	1.1
> Cn1nccc1C(=O)Nc1ccc(OC(=O)c2ccnn2C)cc1
  1	1	0.9	-7	18	1.6	-5	1	-21	1.1
> CC1(C2CC(C(F)(F)F)n3nc(C(=O)O)cc3N2)CC1 (stereo not given)
  1	0.9	0.9	-1	16	0.99	-7	1.1	-4	1
> O=C(O)C1CC=CCC1C(=O)Nc1ccc(Oc2ccc(Cl)cc2)cc1 (stereo not given)
  1	1	1.4	-2	-1	0.91	-2	1	-5	1

Arranged by value in TNAP inh no acc (ascending): 5 from the list above.
Sequence of screens: PMI act satM6P	PMI activator	bIAP act	TNAP inh hiacc	APP 5'UTR act	NF-kB expr up	FLuc inhib CS	FLuc stim CS	TNAP inh no acc	TNAP act hi DEA
> COc1ccc(Sc2nc(-c3ccccn3)ncc2OC)cc1
  1.1	1.2	1.1	-4	-13	1.2	-6	1.1	-41	1
> COC(=O)c1ccc(CNC(=O)c2ccc(COc3ccccc3)cc2)cc1
  1	0.9	1	1	9	1.1	4	1	-13	1
> NNC(=O)CN1C(c2ccccc2Br)=Nc2ccc(Br)cc2C1c1ccccc1 (stereo not given)
  1	0.9	1	-3	19	0.64	-1	1	-10	1
> COc1cccc(OC)c1C(=O)Nn1c(-c2cccc(C)c2)nc2ccccc2c1=O
  1	1.1	1	-3	6	0.88	-6	1.1	-7	1
> CC1(C2CC(C(F)(F)F)n3nc(C(=O)O)cc3N2)CC1 (stereo not given)
  1	0.9	0.9	-1	16	0.99	-7	1.1	-4	1

From PubChem
